FBW7 act = activators of human E3 ligase FBW7; AID 1259310; normalized activity (activation), % at 26.1 µM; 0.13% of 650,000 active; AlphaScreen FBW7–phospho-cyclin E peptide binding, activator screen; in the data active means normalized activity above about 1.9%;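 further: purified mutant Fbw7 with reduced substrate affinity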
MITF inh = human MITF inhibition, primary screen; 0.91% of 650,000 active; O75030; AlphaScreen MITF homodimerization, bead proximity signal; inhibition, % at 2.6 µM; AID 1259374; in the data active means inhibition above about 50%;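 further: 0% = vehicle wells with protein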
Target sequence (O75030 whole entry, looked up): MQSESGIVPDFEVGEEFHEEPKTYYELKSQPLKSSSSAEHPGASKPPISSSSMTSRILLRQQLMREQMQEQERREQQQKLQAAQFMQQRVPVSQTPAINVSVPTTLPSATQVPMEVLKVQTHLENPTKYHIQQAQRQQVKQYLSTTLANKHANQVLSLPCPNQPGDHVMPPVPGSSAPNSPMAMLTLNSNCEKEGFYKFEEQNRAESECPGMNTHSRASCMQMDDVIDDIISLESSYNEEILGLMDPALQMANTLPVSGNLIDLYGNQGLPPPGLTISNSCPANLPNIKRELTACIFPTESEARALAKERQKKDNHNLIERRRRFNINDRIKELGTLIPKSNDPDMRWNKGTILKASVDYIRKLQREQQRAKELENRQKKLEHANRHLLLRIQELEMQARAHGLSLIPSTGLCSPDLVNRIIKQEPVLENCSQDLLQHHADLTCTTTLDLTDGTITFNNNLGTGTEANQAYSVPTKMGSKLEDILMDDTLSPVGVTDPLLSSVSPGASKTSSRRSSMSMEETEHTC
TEAD-YAP block = TEAD-YAP interaction inhibition; HEK-TIYL cells, TEAD-Gal4/YAP UAS-luciferase luminescence; inhibition, % at 9.12 µM; 1.4% of 640,000 active; in the data active means inhibition above about 32%;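 further: 0% = median of test compound wells and 100% = reference inhibitor wells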
GPR151 ag = activates the human receptor GPR151; Q8TDV0; PathHunter beta-arrestin GPR151 cells, luminescence; activation, % at 11.2 µM; 1% of 650,000 active; AID 1508602; in the data active means activation above about 4.9%;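 further: 0% = median of compound wells and 100% = cells with positive control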
Target sequence (Q8TDV0 whole entry, looked up): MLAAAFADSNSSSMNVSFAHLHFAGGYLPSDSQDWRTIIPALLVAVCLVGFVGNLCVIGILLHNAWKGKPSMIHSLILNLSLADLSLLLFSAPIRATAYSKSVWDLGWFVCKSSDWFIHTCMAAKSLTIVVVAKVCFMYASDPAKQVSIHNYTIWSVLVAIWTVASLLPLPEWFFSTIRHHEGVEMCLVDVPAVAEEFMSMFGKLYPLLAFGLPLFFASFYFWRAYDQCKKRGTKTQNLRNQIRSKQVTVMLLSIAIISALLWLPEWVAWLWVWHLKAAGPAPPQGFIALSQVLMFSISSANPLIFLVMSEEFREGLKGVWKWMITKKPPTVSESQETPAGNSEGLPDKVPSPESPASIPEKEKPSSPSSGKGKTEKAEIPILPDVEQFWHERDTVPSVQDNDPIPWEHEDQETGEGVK
* marks the source's active call; other numbers are inactive results.

SMILES	FBW7 act	MITF inh	TEAD-YAP block	GPR151 ag
CCOC(=O)C1=C(C)NC2=C(C(=O)CCC2)C1c1ccc(OC(F)F)cc1 (centres undefined)	0.1	-18	15	-0.2
COc1ccc(N(CN2C(=O)c3ccccc3C2=O)C(=O)c2ccccc2)cc1	-0.1	-9	-7	0.1
OCC1CCN(C2CCCN(C3CCN(c4ccccc4F)CC3)C2)CC1 (centres undefined)	-0.1	1	-4	-1.2
CCn1c(C)cc(O)c(C(c2ccc(OC)cc2)c2c(O)cc(C)n(CC)c2=O)c1=O	-0.1	2	10	0.5
N#Cc1cc2c(nc1SCC(=O)Nc1ccc(Cl)c(Cl)c1)CCCCC2	0.0	-7	-1	0.8
O=C(CNc1ccc2ccccc2c1)N/N=C/c1cc([N+](=O)[O-])cc([N+](=O)[O-])c1O	0.7	3	-17	-0.2
CC(NC(=O)OC(C)(C)C)C(=O)Oc1ccc([N+](=O)[O-])cc1 (centres undefined)	0.0	12	3	-1.5
CC(=O)CSc1nnc(C)n1-c1ccc(N(C)C)cc1	0.1	8	-5	-1.1
COc1ccc(OC)c(NC(=O)c2ccc3c(=O)n(-c4ccc(OC)c(OC)c4)c(=S)[nH]c3c2)c1	0.0	-4	5	-0.3
C=CCn1c(N)c(C(=O)N2CCCCC2)sc1=S	-0.3	2	-3	0.4
O=C(Nc1ccc(Cc2ccncc2)cc1)C1CC1	-0.1	-3	-4	-0.6
CCOc1ccc(NC(=O)c2nn(-c3cc(OC)cc(OC)c3)c(=O)c3ccccc23)cc1	0.0	-7	-3	0.2
NC(=O)C1CCN(c2ncnc3c(-c4ccc([N+](=O)[O-])cc4)nsc23)CC1	-0.1	10	-18	0.3
CC1CCN(C(=O)CSc2nnc(Nc3ccccc3)s2)CC1	-0.1	-6	12	-1.9
CCC(O)C1CCN(C(=O)CCC2(Cc3ccc(C)cc3)CCC(=O)N2)CC1 (centres undefined)	0.0	1	-8	1.3

The list goes on; the last 2 above are carried over.
SMILES	FBW7 act	MITF inh	TEAD-YAP block	GPR151 ag
CC1CCN(C(=O)CSc2nnc(Nc3ccccc3)s2)CC1	-0.1	-6	12	-1.9
CCC(O)C1CCN(C(=O)CCC2(Cc3ccc(C)cc3)CCC(=O)N2)CC1 (centres undefined)	0.0	1	-8	1.3
Cc1ccc(NCN2C(=O)C3CC=CCC3C2=O)cc1Cl (centres undefined)	0.5	-16	-1	1.1
CC(/C=C/c1ccccc1)=N/NC(=O)c1nc2nc(C)cc(C)n2n1	-0.3	0	-2	-0.2
O=c1[nH]c(=S)[nH]c2c1C(c1ccc(Br)cc1)c1c([nH]c(=S)[nH]c1=O)O2	0.2	48	4	-0.3
COc1ccc(C2C(C(C)=O)=C(C)N=C3SCC(=O)N32)c(OC)c1 (centres undefined)	-0.1	64*	11	0.0
O=C(Nc1ccc(Cl)c(S(=O)(=O)N2CCOCC2)c1)c1c[nH]c(=O)[nH]c1=O	-0.1	5	-5	-1.1
Cc1ccc(-c2nc3n(n2)C(=O)CC(c2cccc([N+](=O)[O-])c2)S3)cc1 (centres undefined)	0.1	18	13	-1.4
O=C(Nc1ccc(-c2nc3ccccc3o2)cc1)c1ccccc1Cl	0.2	14	-85	0.1
COc1cc(OC)cc(C(=O)N2CCc3cc(OC)c(OC)cc3C2COc2cc(C)cc(C)c2)c1 (centres undefined)	0.0	-1	-3	0.0
Cc1ccc(C(=O)Nc2ccccc2C(=O)N2CCC(C)CC2)cc1	0.2	-6	-7	0.5
CC12Oc3ccc(Br)cc3C(NC(=S)N1c1ccc(Cl)cc1)C2C(=O)Nc1ccc(Cl)cc1 (centres undefined)	0.2	23	4	-0.5
O=C(NCCN1CCOCC1)c1cc(Sc2ccccc2Cl)nc2ccccc12	0.0	1	3	-0.5
CC(=O)Nc1nnc(C(c2ccccc2)c2ccccc2)s1	-0.1	-6	-11	0.2
Cc1ccc(-c2nc(C=Nc3ccc(C)cc3Br)c(O)o2)cc1	0.0	3	1	2.1
O=C(O)c1c2c(nc3ccccc13)CCCCCCCCCC2	-0.3	2	-5	-0.3
CC(=O)c1cccc(NC(=O)CSCc2ccc(Br)cc2)c1	0.0	2	5	-0.2
c1ccc(CN2CCC(Nc3ncc(-c4cccs4)cn3)CC2)cc1	-0.2	-3	-10	6.8*
CCOc1ccc(-n2c(=S)sc3c(=O)n(-c4ccccc4)c(SCC#N)nc32)cc1	0.4	5	-16	-1.4
COc1ccccc1/C=C/C1=NC(=C\c2ccc([N+](=O)[O-])cc2)/C(=O)O1	0.1	4	7	0.8
Cc1nc2ncnn2c(C)c1Cc1ccc(Cl)cc1F	0.2	-6	0	-1.7
CN(C)S(=O)(=O)N1CCC(Oc2ccc(C(=O)NC3CCCCC3)cc2)CC1	0.0	-1	-14	-0.7
CN(Cc1ccon1)C(=O)CC1C(=O)NCCN1Cc1ccc(F)c(F)c1 (centres undefined)	-0.1	18	-1	-0.9
CC1(C)CC(=O)C2=C(C1)Nc1ccccc1NC2c1ccc2c(c1)OCO2 (centres undefined)	-0.2	-3	-21	-1.7
Fc1ccc(-c2nnc3ccc(NC4CCCC4)nn23)cc1	-0.1	9	7	-0.6
Cc1cc(C(=O)NNC(=O)COc2ccc(Br)cc2)c(C)o1	0.0	15	-2	-0.1
COc1cccc(-c2cc(C(=O)Nc3ncccn3)c3ccccc3n2)c1	0.0	8	12	-1.0
COc1ccc([N+](=O)[O-])cc1NC(=O)c1cc2c(s1)-c1ccccc1S(=O)(=O)C2	0.2	-12	-2	-0.1
CC(C)(C)c1ccc(-c2csc(NC(=O)c3cc(Cl)ccc3[N+](=O)[O-])n2)cc1	0.0	7	9	0.2
CC(=O)Nc1ccc(NC(=O)C(=O)NCc2ccc(F)cc2)cc1	0.0	9	0	-0.6
O=C1Nc2cc(C(=O)N3CCN(C4CCCCC4)CC3)ccc2NC1CS(=O)(=O)Cc1ccc(F)cc1 (centres undefined)	0.0	2	-1	-1.3
Cc1nc(C)c(C(=O)N2CCC3(CC2)CC3C(=O)Nc2ccc3c(c2)OCO3)s1 (centres undefined)	0.1	-3	-15	-0.1

Whole records, quoted from the list:
Cc1ccc(C(=O)Nc2ccccc2C(=O)N2CCC(C)CC2)cc1 is entered as FBW7 act = 0.2; MITF inh = -6; TEAD-YAP block = -7; GPR151 ag = 0.5
c1ccc(CN2CCC(Nc3ncc(-c4cccs4)cn3)CC2)cc1 is entered as FBW7 act = -0.2; MITF inh = -3; TEAD-YAP block = -10; GPR151 ag = 6.8*

Continued.
SMILES	FBW7 act	MITF inh	TEAD-YAP block	GPR151 ag
CC1(C)CC(=O)C2=C(C1)NC(=O)CC2c1cccc(Br)c1 (centres undefined)	-0.3	4	5	0.2
COc1ccc(-c2nn(CCC#N)cc2C(=O)Nc2cccc(C(=O)O)c2)cc1OC	0.0	0	1	-1.0
Cc1cc(NC2CC2)nc(Nc2ccnn2C)n1	-0.2	13	9	-1.0
COc1ccccc1-n1c(O)c(C=NCCCC(C)C)c(=O)[nH]c1=O	-0.1	1	4	-0.1
Cc1cccc(C)c1N1CCN(C(=O)Nc2ccc3c(c2)OCCO3)CC1	0.1	-12	-37	-1.1
CCOc1ccccc1C1CC(=O)NC2=C1C(=O)CC(c1ccc(OC)c(OC)c1)C2 (centres undefined)	-0.1	2	-4	1.6
CSc1nnc2c(n1)OC(c1ccsc1)Nc1ccccc1-2 (centres undefined)	1.0	11	-3	0.4
Oc1ccccc1C1=NNC(c2ccccc2)C1 (centres undefined)	0.1	6	-41	-1.4
CC(C)(CSc1nnnn1-c1ccccc1)NS(=O)(=O)c1ccccc1	0.0	-2	-2	1.5
CC1CC(C)CN(CCCNS(=O)(=O)c2ccc(Cl)s2)C1 (centres undefined)	0.1	4	6	-0.3
COc1cccc(C(=O)Nc2ccc(S(=O)(=O)Nc3onc(C)c3C)cc2)c1	0.2	21	3	-1.5
Cc1ccc(Nc2nc3ccccc3n3c(C)nnc23)c(Cl)c1	-0.1	2	2	0.2
OCCn1c(-c2ccc(Cl)c(Cl)c2)csc1=Nc1ccccc1	-0.1	17	-6	-0.1
COc1ccccc1C(=O)NC(=S)Nc1ccc(C(C)=O)cc1	-0.1	-9	-27	0.4
CC(C)c1nnc(NC(=O)c2cccc(Br)c2)s1	-0.1	10	-66	-0.4
CCOC(=O)C1(Cc2ccccc2Cl)CCN(C(=O)CCc2c(C)noc2C)CC1	0.0	-6	-83	1.0
Cc1cnc(Nc2ccc(N3CCOCC3)cc2)nc1NCCc1ccc(O)cc1	-0.2	9	14	0.5
O=C(c1ccc(Cl)cc1)C1CCN(C(=O)C2CC2)CC1	0.4	20	0	2.0
CC1Cc2ccccc2N1C(=O)CSc1nnc(NC(=O)C2CCC2)s1 (centres undefined)	0.0	13	-4	0.8
N#Cc1ccccc1Sc1ccccc1C(=O)Nc1ccccc1C(F)(F)F	-0.1	-2	0	1.2
COc1ccc(NC(=O)Nc2ccc3nc(SC)sc3c2)cc1	0.0	-3	-13	0.5
CCOC(=O)C1=NN(c2ccccc2)C2C(=O)N(c3cccc(Cl)c3)C(=O)C12 (centres undefined)	0.0	5	-1	0.4
CCOC(=O)c1sc(/N=C\N(C)C)nc1C	0.1	-3	-3	-0.1
Cc1ccc(-n2nc3c(c2NC(=O)c2ccc(F)cc2)CSC3)cc1	0.0	-20	6	1.6
COC(=O)c1ccccc1NC(=O)c1sc2nc(C)nc(N3CCCCC3)c2c1C	0.1	-7	7	0.1
CCc1cc(CNC(=O)c2ccc(OC)c(OC3CCN(C(C)C)CC3)c2)on1	0.0	-6	-7	-0.6
Cc1ccc(S(=O)(=O)NCCCCCC(=O)Nc2nccs2)cc1	-0.3	2	4	-0.2
CC(C)N(C)C(=O)c1cn2ccsc2n1	0.0	11	-5	0.5
Oc1c(C(c2ccccn2)N2CCN(c3ccc(F)cc3)CC2)cc(Cl)c2cccnc12 (centres undefined)	-0.5	26	-2	0.1
COC(CN(C)C(=O)c1cc2c(Cl)nc3ccc(C)cc3c2s1)OC	-0.2	-9	-5	0.1
CCOC(=O)c1c(NC(=O)C(C)(C)C)sc(C)c1C	0.0	9	5	-0.7
O=C(Cn1nnnc1CN1CCCCCC1)N1CCC(N2CCSCC2)CC1	0.1	6	-4	0.3
O=C(O)c1ccc(Cn2cc(/C=C\[N+](=O)[O-])c3ccccc32)o1	-0.1	8	7	-0.8
COc1cc(OC)cc(C(=O)Oc2ccc([N+](=O)[O-])cc2Cl)c1	0.0	12	2	-1.0
COc1cccc(-c2nc3n(n2)C(c2ccc4c(c2)OCO4)C(C(N)=O)=C(C)N3)c1 (centres undefined)	-0.1	12	-8	0.2
C=CCNC(=S)NNC(=O)c1ccc(OCc2ccccc2)cc1	0.0	24	4	0.6
COc1cccc(OC)c1C(=O)Nc1nnc(SCC(=O)Nc2nccs2)s1	-0.1	7	-3	1.5
O=c1[nH]c(N2CCCCCC2)nc2c1CN(Cc1ccccc1F)CC2	0.8	0	-2	0.0
COC(=O)N/N=C/C(Cl)=C/c1ccccc1	0.1	3	-22	0.3
CCOC(=O)C(CCCOc1cccc(C)c1)C(=O)OCC	0.4	12	11	0.6
CN1CC(=O)N(CC(=O)NCCc2ccc(F)cc2)c2ccccc2C1=O	0.0	1	5	-0.2
COc1cccc(NC(=O)C2C3C=CC4(O3)C2C(=O)N(CCN2CCOCC2)C4C(=O)NC2CCCCC2)c1 (centres undefined)	-0.2	-7	-2	0.0
COCCOC(=O)c1[nH]c2c(c1C)C(=O)CC(c1ccc(OC)cc1)C2 (centres undefined)	0.0	-13	-10	0.6
CSCCC(NC(=O)OC(C)(C)C)C(=O)NC(CC(C)C)C(N)=O (centres undefined)	0.7	-12	3	-0.9
O=C(Cn1nnc(-c2ccccc2)n1)N1CCc2ccccc2C1	0.1	-13	-7	-2.6

An excerpt from above, reduced to TEAD-YAP block:
Structure	TEAD-YAP block
CCOC(=O)C(CCCOc1cccc(C)c1)C(=O)OCC	11
CN1CC(=O)N(CC(=O)NCCc2ccc(F)cc2)c2ccccc2C1=O	5

Additional entries.
SMILES	FBW7 act	MITF inh	TEAD-YAP block	GPR151 ag
CN(CC(=O)Nc1ccccc1F)S(=O)(=O)c1cccc2cnccc12	0.0	6	37*	5.4*
CCCS(=O)(=O)N1CCC2(CC1)CC(=O)c1ccccc1O2	0.0	6	5	-1.0
Cc1cc(C(=O)N2CCOCC2)cs1	0.1	4	-3	-0.9
COc1cc(/C=c2\sc3nc4ccccc4n3c2=O)ccc1OCCOc1cccc(C)c1	0.0	21	1	-2.2
Cc1sc(NC(=O)c2ccc(F)cc2)c(C(N)=O)c1C	-0.1	5	-40	-1.3
CCCCN1C(=O)CCC1CCNCc1cccc(OC)c1 (centres undefined)	0.0	-2	11	2.3
CNc1ccccc1NC(=O)C1CCCN1C(=O)OCc1ccccc1 (centres undefined)	0.3	-2	-1	-2.1
CCCC12CN3CC(C)(CN(C1)C3c1ccc(OC)cc1)C2=O (centres undefined)	0.0	4	-2	0.7
O=C(Nc1ncc(Cc2cc(Cl)ccc2Cl)s1)C1CCCCC1	-0.1	15	5	0.4

A draw from above in order of heavy-atom count, rising.
SMILES	FBW7 act	MITF inh	TEAD-YAP block	GPR151 ag
Cc1sc(NC(=O)c2ccc(F)cc2)c(C(N)=O)c1C	-0.1	5	-40	-1.3
O=C(Nc1ncc(Cc2cc(Cl)ccc2Cl)s1)C1CCCCC1	-0.1	15	5	0.4
CN(CC(=O)Nc1ccccc1F)S(=O)(=O)c1cccc2cnccc12	0.0	6	37*	5.4*
COc1cc(/C=c2\sc3nc4ccccc4n3c2=O)ccc1OCCOc1cccc(C)c1	0.0	21	1	-2.2

Screens deposited in PubChem by The Scripps Research Institute Molecular Screening Center.
